# UBC9 SUMO inh: blocks human SUMOylation mediated by UBC9 | P63279 | HTRF SUMOylation assay, SAE1/SAE2 + UBC9, in vitro | inhibition, % at 35 µM | 0.36% of 290,000 active | AID 2006; in the data active = inhibition above about 50%, passing the limit was not always enough; also: strong numbers were not always called active
# Target sequence (P63279 whole entry, looked up): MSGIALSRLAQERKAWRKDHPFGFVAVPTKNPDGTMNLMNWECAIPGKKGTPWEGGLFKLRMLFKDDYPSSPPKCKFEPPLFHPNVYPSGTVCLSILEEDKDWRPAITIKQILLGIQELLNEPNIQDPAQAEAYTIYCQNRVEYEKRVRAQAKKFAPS
# GalR3 antag: blocks the human galanin receptor 3 | O60755 | HEK293 GalR3-CNG cAMP membrane potential fluorescence; galR3 body fused to GalR1 C-terminus | inhibition, % at 3 µM | 0.44% of 360,000 active | AID 651719;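 active = inhibition above the screen-wide average plus 3 SD, cut at about 13% in these data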;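 also: forskolin and galanin both at EC90 stimulate the cells; cAMP rise reported by CNG channel membrane potential dye signal; 0% = forskolin plus galanin with DMSO and 100% = forskolin alone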
# Target sequence (O60755 1-299 limits assumed): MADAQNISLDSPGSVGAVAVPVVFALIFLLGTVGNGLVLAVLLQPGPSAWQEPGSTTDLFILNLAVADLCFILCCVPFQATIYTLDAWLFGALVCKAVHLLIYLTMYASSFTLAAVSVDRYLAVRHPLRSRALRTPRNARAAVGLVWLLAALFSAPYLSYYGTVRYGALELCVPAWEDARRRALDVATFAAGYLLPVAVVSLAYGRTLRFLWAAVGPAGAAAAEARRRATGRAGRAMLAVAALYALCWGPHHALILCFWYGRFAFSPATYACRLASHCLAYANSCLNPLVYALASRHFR
# NS3 helicase inh: HCV NS3 helicase inhibition | NS3 helicase DNA unwinding, Cy5 molecular beacon fluorescence | inhibition, % at 10.9 µM | 0.56% of 290,000 active | AID 1800;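 active = inhibition above the mean of all tested compounds plus 3 SD, set per campaign, cut at about 35% in these data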;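 also: 0% = DMSO wells and 100% = thioflavine S control wells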
#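 System: Hepatitis C virus NS3 helicase domain fragment enzyme | Reagent: Annealed dual-labelled DNA beacon duplex, ATP-started | Compound dosing: 10.9 µM single point, 0.8% DMSO | Incubation: 1 h reaction at 25 °C, ATP-initiated | Technique: Cy5 fluorescence | Evaluation: Percent inhibition from t60/t0 fluorescence ratio | Benchmarks: Low DMSO, high thioflavine S at 110 µM | Replication: Singlicate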
# MEKK2 WT-MEK5: raises or lowers MEK5 binding to wildtype human MEKK2 PB1 domain. Q9Y2U5. binding response (% of control), % at 10 µM. 1.1% of 290,000 active. bead flow cytometry, Alexa488-MEK5 binding to MEKK2 WT; actives lie on both sides; in the data active = binding response below about 67% or above about 130%
# MEKK3 PB1 HTS: MEKK3-MEK5 PB1 interaction, increase or decrease. Q99759. bead-based flow cytometry, Alexa488-MEK5 binding to MEKK3; actives lie on both sides; 0 = blocked by unlabeled MEK5, 100 = vehicle. binding response (% of control), % at 10 µM. 1.4% of 290,000 active. AID 1529;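 active = binding response more than 3 SD above or below the average of its plate-row segment, actives on both sides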;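 also: Alexa488 bead fluorescence after subtracting the streptavidin-only scavenger bead signal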
# CRFR2-BP ag: CRF-BP/CRF-R2 complex agonism; 0.46% of 350,000 active; activation, % at 13.2 µM; HEK293 CRF-R2/CRF-BP, calcium dye fluorescence (FLIPR); percent of saturating CRF peptide response;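 active = activation of at least 50%, plus an integration ratio under a set limit after plate pattern correction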;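 also: plate controls were neutral control wells without compound for no effect and CRF at EC100 for full effect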
# CRFBP-R2 block: CRF-BP/CRF-R2 complex antagonism. 0.59% of 350,000 active. HEK293 CRF-R2/CRF-BP, CRF-induced calcium fluorescence. inhibition, % at 11.8 µM. AID 588475;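 active = inhibition of the ligand-induced calcium signal above about 50% at the single tested concentration, limit read from the data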
# MEKK2mut PB1 HTS: signal of MEK5 binding to mutant human MEKK2 PB1 domain | bead flow cytometry, Alexa488-MEK5 binding to MEKK2 mutant | percent response, % at 10 µM | 0.35% of 290,000 active | AID 1530; in the data active = percent response above about 24%, passing the limit was not always enough; also: inactives centre near 1; some results filed as inactive read as strong as hits
# DNA FID counter: fluorescent intercalator displacement, NS3 helicase counter-screen; DNA fluorescent intercalator displacement, fluorescence; inhibition, % at 7.9 µM; 0.17% of 290,000 active; AID 1845; in the data active = inhibition above about 37%;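 also: 0% = vehicle and 100% = reference compound; higher means more ethidium bromide displaced from hairpin DNA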
# An asterisk follows results filed as active; . = no result given; [ ] = another dose, or the depositor's remark. Some of the compounds tested; count on the stated rates, not on these rows.
SMILES,UBC9 SUMO inh,GalR3 antag,NS3 helicase inh,MEKK2 WT-MEK5,MEKK3 PB1 HTS,CRFR2-BP ag,CRFBP-R2 block,MEKK2mut PB1 HTS,DNA FID counter
COc1ccc(-c2[nH]ncc2/C=N\NC(=O)c2ccc(Br)o2)cc1OC,4,1,12,97,94,-0.2,5,4,-31
O=C(O)CCCN1C(=O)/C(=C\c2ccccc2OCc2ccccc2)SC1=S,17,6,10,103,106,-0.4,9,10,-18
O=C(O)CCCCCCCCCC[n+]1ccccc1,6,-6,11,99,103,-0.5,13,3,-2
O=Nc1c(O)[nH]c2ccc(F)cc12,9,-3,10,97,102,-0.1,-6,-1,-1
Cc1ccc(N2CCN(S(=O)(=O)N3CCCCCC3)CC2)cc1Cl,7,-8,-3,98,99,2.1,-20,-1,-2
CCCCOC(=O)c1ccc(NC(=O)c2cc(Cl)ccc2OC)cc1,-15,1,-6,105,103,2.8,-21,2,1
Cc1ccc2c(N)[nH]nc2n1,4,-1,-10,85,94,0.5,6,-9,1
Cc1ccc(CS(=O)Cc2ccc(C(=O)NCc3cccs3)o2)cc1 (centres undefined),-2,1,-2,103,103,0.0,-17,2,-27
CCCCC(=O)Nc1nn(CC)c2nc3c(C)cccc3cc12,16,-3,-11,103,106,-0.1,-29,6,-22
c1csc(-c2csc3ncnc(NCCCN4CCOCC4)c23)c1,1,-7,-2,101,94,3.0,-5,3,4
CCOC(=O)C1CCN(C2=NC(=O)/C(=C/c3ccc(Cl)cc3)S2)CC1,-3,-6,-19,101,102,-4.7,33,-1,-35
O=C(O)c1ccc(Cl)c(NCc2ccncc2)c1,-10,-10,8,101,102,0.7,4,2,-2
C[C@H](NC(=O)N1CCn2c1nc1ccccc12)C(=O)NCc1ccco1,.,3,0,101,98,-1.4,9,3,-11
CN(C)c1ncc(S(=O)(=O)c2ccc(Cl)cc2)c(-c2ccc(Cl)cc2Cl)n1,-3,-8,-1,.,.,3.2,56*,.,-4
Cc1cccc(N2CN(Cc3cccnc3)CNC2=S)c1C,-5,-2,1,109,118,0.3,-14,1,-3
CC(C)N(Cc1nccn1C)C(=O)c1cc(COc2cccc(C(F)(F)F)c2)on1,-12,-8,-6,101,102,-0.9,1,2,-8
Oc1c(/C=N/c2ncn[nH]2)ccc2ccccc12,8,-5,24,93,96,-0.1,-1,-1,-4
CCCCCCCNC(=O)C1CC(=O)N(C)C(=Nc2ccc(OC)cc2)S1 (centres undefined),-16,-4,6,108,109,2.3,-21,-1,-37
COc1ccc(NC(=O)CSc2ncnc3c2sc2ccccc23)c(OC)c1,8,10,-2,104,98,0.9,35,-14,3
NS(=O)(=O)c1ccc(CCNC(=O)c2ccco2)cc1,15,4,6,96,101,-0.8,3,-1,-9

# Ordered by SMILES length (largest number first): some entries from above
SMILES,UBC9 SUMO inh,GalR3 antag,NS3 helicase inh,MEKK2 WT-MEK5,MEKK3 PB1 HTS,CRFR2-BP ag,CRFBP-R2 block,MEKK2mut PB1 HTS,DNA FID counter
C[C@H](NC(=O)N1CCn2c1nc1ccccc12)C(=O)NCc1ccco1,.,3,0,101,98,-1.4,9,3,-11
CCCCCCCNC(=O)C1CC(=O)N(C)C(=Nc2ccc(OC)cc2)S1 (centres undefined),-16,-4,6,108,109,2.3,-21,-1,-37
Oc1c(/C=N/c2ncn[nH]2)ccc2ccccc12,8,-5,24,93,96,-0.1,-1,-1,-4

# Next compounds follow:
SMILES,UBC9 SUMO inh,GalR3 antag,NS3 helicase inh,MEKK2 WT-MEK5,MEKK3 PB1 HTS,CRFR2-BP ag,CRFBP-R2 block,MEKK2mut PB1 HTS,DNA FID counter
Cc1ccc(-n2cc[nH]c2=S)cc1C,14,-12,2,102,100,1.5,-27,-2,-5
Cc1ccc(S(=O)(=O)CCC(=O)OCn2nnc3ccccc3c2=O)cc1,2,-2,9,102,98,0.0,12,-6,-8
CC(C)CN1CCN(Cc2cn(C)c3ccccc23)CC1CCO (centres undefined),16,3,-5,108,104,0.0,-2,9,3
O=C(NCC1CCCO1)c1ccc2c(=O)n(-c3ccc(F)cc3)c(=S)[nH]c2c1 (centres undefined),20,-1,4,101,102,0.1,9,7,-2
O=C(Cc1ccccc1)c1nnc(-c2ccccc2)o1,4,-4,2,92,95,0.2,-2,-12,-12
C/C(Nc1ccc(F)cc1)=C(/C#N)C(N)=O,2,-1,-2,96,99,-1.6,8,3,0
C/C(=N\NC(=O)COc1ccc(C(C)(C)C)cc1)c1cc2ccccc2o1,-12,-3,-13,105,101,-1.8,-1,-1,-8
COc1cc(OC)c(C2=NOC(C(=O)NCc3cccnc3)C2)cc1Cl (centres undefined),10,-3,-4,97,100,-0.5,7,0,-11
COC(=O)/C(=C\C(=O)c1ccc([N+](=O)[O-])cc1)Nc1ccc(OC)cc1,5,-6,-2,103,101,-1.0,6,0,-2
O=C(NN1CCOCC1)c1cc(-c2ccc(Cl)c(Cl)c2)nc2ccccc12,-2,4,-7,102,101,0.5,-47,0,1
Cc1cccc(C(=O)N=c2sccn2C)c1[N+](=O)[O-],6,-3,4,100,102,1.2,16,9,-4
COc1cc(C(=O)Oc2ccc(/C=N/NC(=O)c3ccncc3)cc2)cc(OC)c1OC,6,0,-2,104,101,1.3,-15,3,-47
COc1cc(C)c(Cl)cc1S(=O)(=O)n1cnc2ccccc21,10,-11,-4,103,104,0.8,-7,3,-10
CC(Cc1ccccc1)C(=O)N(C)Cc1cccnc1 (centres undefined),-11,-5,9,91,99,1.8,7,1,-8
COc1cc2[nH]c(=O)n(CCCCCC(=O)NCCCN3CCCC3=O)c(=O)c2cc1OC,-8,5,1,102,103,3.6,-4,0,-27
CCc1cc2c(=O)[nH]c(Cc3ccc(OC)cc3)nc2s1,10,-3,5,101,101,0.1,-12,-2,-5
C=CC(=O)NC1CC2CCC1(C)C2(C)C (centres undefined),-12,-3,9,98,100,3.1,-2,-5,5
Fc1ccccc1Nc1nc2ccccc2n2nnnc12,10,3,-1,107,107,1.6,-2,6,2
CCn1c(SCC(=O)Nc2ccc3c(c2)OCO3)nc2c1c(=O)n(C)c(=O)n2C,25,-3,19,110,107,-1.1,-2,16,-6
CCC[C@@H](OS(N)(=O)=O)[C@@H](Cc1ccccc1)C(=O)OCC,4,-4,-4,105,103,0.1,7,9,-26
Cc1cc(=O)c(C(=O)O)nn1-c1ccccc1F,0,6,7,102,100,0.2,8,5,3
CCOCCCNC(=O)C1CC(=O)N(C2CCCC2)C1 (centres undefined),13,-2,-3,95,88,-0.4,6,-5,1
Cc1nc(SCC(O)CO)c([N+](=O)[O-])[nH]1 (centres undefined),18,-6,4,138*,112,-0.3,1,16,4
CN(C)S(=O)(=O)c1ccc2c(c1)C(CC(=O)O)NC2=O (centres undefined),-12,-4,13,110,108,0.2,20,3,-9
Cc1cc(NC(=O)Cn2c(C)nc3ccccc3c2=O)ccc1Br,2,6,-3,100,100,-1.9,-1,7,-3
CC1Cc2ccccc2N1C(=O)CCn1cccn1 (centres undefined),-13,-7,1,91,91,1.5,-10,-4,-6
O=C(NCCc1c[nH]c2ccccc12)/C(=C\c1cccs1)NC(=O)c1ccccc1,0,-1,-17,96,41*[inhibitor],-0.8,-6,-1,-4
COc1ccc(OCC(=O)NCCNC(=O)c2ccccn2)cc1,1,-8,-3,91,97,0.3,1,-7,-5
CC(C)(C)c1ccc(S(=O)(=O)N2CCC(CO)(CC3CCCCO3)CC2)cc1 (centres undefined),-24,-3,-7,93,88,0.1,4,-9,-34
CC(CCC(=O)O)C1CCC2C3CCC4C[C@H](O)CCC4(C)C3CC(=O)C12C (some centres undefined),5,-6,40*,106,102,1.5,0,5,-54

# A second format for 4 compounds above:
# Value order – UBC9 SUMO inh | GalR3 antag | NS3 helicase inh | MEKK2 WT-MEK5 | MEKK3 PB1 HTS | CRFR2-BP ag | CRFBP-R2 block | MEKK2mut PB1 HTS | DNA FID counter
CC(C)N(Cc1nccn1C)C(=O)c1cc(COc2cccc(C(F)(F)F)c2)on1
 : -12 | -8 | -6 | 101 | 102 | -0.9 | 1 | 2 | -8
Cc1cc(NC(=O)Cn2c(C)nc3ccccc3c2=O)ccc1Br
 : 2 | 6 | -3 | 100 | 100 | -1.9 | -1 | 7 | -3
c1csc(-c2csc3ncnc(NCCCN4CCOCC4)c23)c1
 : 1 | -7 | -2 | 101 | 94 | 3.0 | -5 | 3 | 4
Oc1c(/C=N/c2ncn[nH]2)ccc2ccccc12
 : 8 | -5 | 24 | 93 | 96 | -0.1 | -1 | -1 | -4

# (list continues)
SMILES,UBC9 SUMO inh,GalR3 antag,NS3 helicase inh,MEKK2 WT-MEK5,MEKK3 PB1 HTS,CRFR2-BP ag,CRFBP-R2 block,MEKK2mut PB1 HTS,DNA FID counter
COC(=O)c1ccccc1NC(=O)CN1CCC(NC(=O)c2ccccc2C)CC1,4,-3,-6,97,98,1.1,9,4,-15
Cc1ccc(NC(=O)c2cc([N+](=O)[O-])ccc2N2CCCC2)cc1,3,-6,1,97,104,-2.0,0,-3,6
CCCC(=O)Nc1ccc(C(=O)Nc2cc(C(F)(F)F)ccc2Cl)cc1,11,-4,3,106,107,15,-10,3,-4
CCN(c1nc(C)cc(OC)n1)S(=O)(=O)c1ccccc1,12,-4,1,101,103,-0.1,-5,1,-16
O=C(O)CCN1CC2([N+](=O)[O-])CC=C(OCCO)C([N+](=O)[O-])(C1)C2 (centres undefined),8,0,-17,101,102,0.8,-10,0,-4
O=C(O)c1cc(O)ccc1NC(=O)C(c1ccccc1)c1ccccc1,10,-2,10,102,99,-0.5,6,1,-24
COC(=O)C1=C(C)N(Cc2ccc(C)cc2)C(=O)/C1=C\c1cc(OC)c(OC)c(OC)c1,0,-1,8,103,126,-0.1,5,-1,-25
Cc1noc(C)c1C(=O)N1CCN(S(=O)(=O)c2cccs2)CC1,16,1,16,111,108,0.3,6,11,-11
CC(C)(C)NC(=O)CSc1nc2[nH]ncc2c(=O)[nH]1,8,-3,-2,103,104,0.3,-12,5,2
CNC(=S)N(Cc1cc2cc(OC)c(OC)cc2[nH]c1=O)C1CCCC1,8,-2,2,86,94,1.1,-8,-12,-1
Cc1ccc(NC(=O)NCCCc2ccccc2)cc1,1,-8,-7,108,103,-1.0,-8,5,-10

# Printed as active in MEKK2 WT-MEK5, of those listed so far:
mol | UBC9 SUMO inh | GalR3 antag | NS3 helicase inh | MEKK2 WT-MEK5 | MEKK3 PB1 HTS | CRFR2-BP ag | CRFBP-R2 block | MEKK2mut PB1 HTS
Cc1nc(SCC(O)CO)c([N+](=O)[O-])[nH]1 (centres undefined) | 18 | -6 | 4 | 138* | 112 | -0.3 | 1 | 16
